MCF10A rereplic – A quantitative high throughput screen for small molecules that induce DNA re-replication in MCF 10a normal breast cells; Potency, µM (doses to about 46.1 µM), inactives show at the highest dose activity, positive = re-replication, hits mostly activators; actives 2.9% (n = 350,000); MCF 10A DNA re-replication, Hoechst nuclear intensity, 48 h; note: potency is the fitted concentration of half-maximal effect; % of control where 0% means no effect; nearly all actives have a fitted effect of over 50% in size
IL-1B inflam inh – qHTS for Inhibitors of Inflammasome Signaling: IL-1-beta AlphaLISA Primary Screen. AID 743279, 2014. THP-1 LPS/ATP IL-1B secretion, AlphaLISA, 16 h; hits give low values. activity change, % at 57.5 µM. actives 4.7% (n = 360,000); in the data active = activity change below about -50%; inconclusive = mostly about -30% to -49%; note: % is set by controls: 0 for no effect and ±100 for the full control effect
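Secreted IL-1B measured by AlphaLISA bead assay after 16 h compound exposure of THP-1 cells; compounds (final up to 57.5 uM) added 1 h before LPS (250 ng/mL) and ATP (1.25 mM) stimulation; lower signal means less secretion.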
KB-V1 cytotox – qHTS assay for MDR1-selective chemotherapeutics: Primary screen using the drug-selected MDR subline cells KB-V1 | KB-V1 MDR cells viability, CellTiter-Glo, 72 h | Potency, µM (top dose mostly 46.1 µM), for the others: at the highest dose activity change, negative = cytotoxicity, most hits filed as cytotoxic | actives 3.4% (n = 400,000) | AID 1347076, 2019; note: potency is the fitted concentration of half-maximal effect; % is set by controls: 0 for no effect and ±100 for the full control effect; nearly all actives have a fitted effect of over 60% in size
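KB-V1 cells (P-gp-expressing MDR subline of KB-3-1) in phenol-red-free DMEM with 10% FBS were exposed to library compounds over a concentration series for 72 h at 37 degrees C. Viability read by CellTiter-Glo luminescence; concentration-effect curves fitted after normalization.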
HT1080NT lethal – qHTS for induction of synthetic lethality in tumor cells producing 2HG: qHTS for the HT-1080-NT fibrosarcoma cell line; AID 686970, 2013; actives 1.6% (n = 360,000); Potency, µM (top dose mostly 46.1 µM), for inactives: at the top dose activity, negative = less viability, usual class: cytotoxic; HT-1080-NT fibrosarcoma viability, CellTiter-Glo ATP luminescence, 48 h;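 note: NT is the 2HG producing partner of a matched IDH1 knockdown line; potency is the fitted concentration of half-maximal effect; 0% = DMSO-treated cells and -100% = media-only wells without cells; nearly all actives have a fitted effect of over 55% in size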
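750 cells/well, RPMI + 5% FBS; 2 h settle, compound pin-transfer, 48 h at 37 degrees C. CellTiter-Glo 10 min RT, luminescence. Normalized to DMSO and media-only wells.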
ATXN2 expr inh – Primary qHTS for Inhibitors of ATXN expression | HEK-293 ATXN2-luciferase reporter, luminescence, 24 h | Potency, µM (series often up to 57 µM), for the others: at the highest dose activity change, negative = inhibition, usual class: inhibitors | actives 0.72% (n = 360,000) | AID 1745845, 2022; note: potency is the fitted concentration of half-maximal effect; % is set by controls: 0 for no effect and ±100 for the full control effect; nearly all actives have a fitted effect of over 55% in size
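qHTS (up to 57 uM final) was run with 24 h compound exposure of reporter cells at 37 °C. Each well was multiplexed: SteadyGlo luminescence measured ATXN2-luciferase expression after a fluorogenic Gly-Phe-AFC viability readout (25 uM final).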
S2 tox – Viability Counterscreen for Primary qHTS for Inhibitors of ATXN expression | S2 cells (HEK-293 line with an ATXN2-luciferase reporter) viability, CellTiter-Fluor protease fluorescence, 24 h | Potency, µM (titrated, usually from 56.7 µM), usual class: cytotoxic | actives 0.49% (n = 400,000); note: potency is the fitted concentration of half-maximal effect; nearly all actives have a fitted effect of over 40% in size
HT1080 IDH1KD tx – qHTS for induction of synthetic lethality in tumor cells producing 2HG: qHTS for the HT-1080-IDH1KD cell line | actives 2% (n = 360,000) | HT-1080 IDH1 knockdown viability, ATP luminescence, 48 h | Potency, µM (titrated, usually from 46.1 µM), for inactives: at the highest dose activity, negative = toxicity, actives largely listed as cytotoxic;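 note: potency is the fitted concentration of half-maximal effect; 0% = DMSO wells and -100% = cell-free medium wells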
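IDH1KD HT-1080 cells, 750/well, RPMI + 5% FBS; compound pinned after 2 h settling; 48 h, 37 °C; CellTiter-Glo luminescence; % activity normalised to DMSO and no-cell wells; curves fitted, classed by r2 and efficacy.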
KB-3-1 cytotox – qHTS assay for MDR1-selective chemotherapeutics: Primary screen using the parental adenocarcinoma cell KB-3-1; KB-3-1 viability, CellTiter-Glo ATP luminescence, 72 h; Potency, µM (series often up to 46.1 µM), inactives show top-dose activity change, negative = cytotoxic, most hits filed as cytotoxic; actives 1.4% (n = 400,000); AID 1347075, 2019; note: potency is the fitted concentration of half-maximal effect; % is set by controls: 0 for no effect and ±100 for the full control effect; nearly all actives have a fitted effect of over 60% in size
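KB-3-1 parental drug-naive adenocarcinoma cells in DMEM/10% FBS, incubated 72 h at 37 C with pin-transferred compounds across a concentration series. Viability by CellTiter-Glo luminescence; concentration-response curves fitted after normalization.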
SW480 rereplic – A quantitative high throughput screen for small molecules that induce DNA re-replication in SW480 colon adenocarcinoma cells. Potency, µM (series often up to 46.1 µM), without a hit: at the highest dose re-replication activation, most hits filed as activators. SW480 DNA re-replication, Hoechst DNA content imaging, 48 h. actives 1.8% (n = 340,000); note: potency is the fitted concentration of half-maximal effect; % of control where 0% means no effect; nearly all actives have a fitted effect of over 55% in size
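Quantitative HTS format with DMSO vehicle controls; 48 hr drug incubation at 37 C, then 40 min Hoechst staining and scanning imager measurement at 405 nm excitation.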
* hit, by the source's call; i = inactive; ? = inconclusive; . = not tested or not shown; & = joins results of further samples; [ ] = remark or other dose. Unless noted, calls come from the whole dose curve; as a rule, active = well fitted curve in the direction sought with a large enough effect; inconclusive = small, poorly fitted or top-dose-only effect, or another doubt; inactive = no such curve, though single readings can be large; an effect the other way counts as inactive or inconclusive. Not a hit list. Share with any hit: about 11%.

SMILES	MCF10A rereplic	IL-1B inflam inh	KB-V1 cytotox	HT1080NT lethal	ATXN2 expr inh	S2 tox	HT1080 IDH1KD tx	KB-3-1 cytotox	SW480 rereplic
COC(=O)CCC(=O)OC1(C)C(=O)C=C2C=C3CCCN3C=C2C1=O (stereo not given)	3%	2	0%	4%	5%	i	10%	15%	-5%
Cc1ccnc(NC(=O)CC(c2ccccc2)c2ccccc2)n1	?	18	9%	3%	-20%	?	0%	4%	-27%
CCOC(=O)c1sc(N/N=C/c2ccc(N(C)C)cc2)nc1C	?	1	-3%	-1%	-1%	i	11%	?	?
OC(c1ccccc1)c1nc(-c2cnc3ccccc3c2)cs1 (stereo not given)	.	33	16µM*	3%	21%	i	-19%	-10%	.
C=CCNC(=S)N/N=C/c1cn(C)c2ccccc12	-14%	13	-7%	8%	9%	i	-9%	-4%	3%
COc1cc(-c2ccc(NC(=O)CN3CCC(C)CC3)c(OC)c2)ccc1NC(=O)CN1CCC(C)CC1	?	-1	16µM*	-28%	0%	i	-30%	?	-2%
Cc1ccc(/C=N/n2c(-c3ccncc3)n[nH]c2=S)o1	4%	9	13%	0%	-20%	i	10%	-8%	4%
CCc1cnc2c(c1SCC(=O)Nc1ccc(Cl)cc1)c(=O)n(C)c(=O)n2C	.	.	2%	.	10%	i	.	3%	.
O=C(Nc1ccc(Cl)cc1)c1csc(-c2ccncc2)n1	95%	35	?	-6%	1%	i	-20%	?	-23%
COc1ccc(OC)c(-c2cc(C(=O)N3CCCc4ccccc43)no2)c1	2%	-16	8%	?	-3%	i	?	1%	14%
O=C(CN1CCc2ccccc21)NN1CC(=O)N(c2ccccc2)CC1=O	1%	-4	26%	-3%	.	i	-11%	-2%	-13%
O=C(OCC(=O)N1CCOCC1)c1ccccc1OCc1ccccc1	-1%	-5	-2%	8%[9.24 µM]	9%	i	8%	27%	51%

Three compounds already listed, ordered by SMILES length, low to high.
SMILES	MCF10A rereplic	IL-1B inflam inh	KB-V1 cytotox	HT1080NT lethal	ATXN2 expr inh	S2 tox	HT1080 IDH1KD tx	KB-3-1 cytotox	SW480 rereplic
O=C(OCC(=O)N1CCOCC1)c1ccccc1OCc1ccccc1	-1%	-5	-2%	8%[9.24 µM]	9%	i	8%	27%	51%
COc1ccc(OC)c(-c2cc(C(=O)N3CCCc4ccccc43)no2)c1	2%	-16	8%	?	-3%	i	?	1%	14%
COc1cc(-c2ccc(NC(=O)CN3CCC(C)CC3)c(OC)c2)ccc1NC(=O)CN1CCC(C)CC1	?	-1	16µM*	-28%	0%	i	-30%	?	-2%

Additional records.
SMILES	MCF10A rereplic	IL-1B inflam inh	KB-V1 cytotox	HT1080NT lethal	ATXN2 expr inh	S2 tox	HT1080 IDH1KD tx	KB-3-1 cytotox	SW480 rereplic
Cc1ccc(-c2cc(C(=O)N/N=C/c3ccccc3O)n[nH]2)o1	18µM*	84	?	?	20µM*	?	?	?	3.3µM*
O=C(Nc1ccc2c(c1)OCO2)c1cc2n(n1)C(C(F)(F)F)CC(c1ccccc1)N2 (stereo not given)	0%	4	-22%	-13%	-7%	i	-8%	1%	-2%
CC[C@@H]1C=C(C(=O)O)[C@H](c2ccc(Br)cc2)N1S(=O)(=O)c1ccc(C)cc1	1%	15	0%	-5%	1%	i	-11%	0%	-1%
O=C(CSc1nnnn1-c1cccc2c1CCCC2)NC1CCCC1	-1%	13	-20%	-7%	6%	?	-12%	7%	-3%
CC(C)(C)OC(=O)NCCCCC1=CC2=CC(=O)C(C)(O)C(=O)C2=CO1 (stereo not given)	14%	14	0%	0%	10%	i	1%	6%	3%
Cn1ccc(C(=O)OCC(=O)Nc2cccc(Cl)c2)n1	-1%	1	0%	17%	0%	i	5%	26%	-29%
CCOC(=O)c1c(-c2ccccc2)nc2cc(C)ccn12	?	-10	15µM*	-23%	54%[activator]	i	?	-4%	-3%
COC(=O)C1=C(O)/C(=C\c2cc(C)n(-c3ccc(F)cc3)c2C)N=C1C	-2%	17	?	-3%	21%[11.3 µM]	i	-8%	-2%	2%
COc1ccccc1-c1c(C)nn2c(C)cc(C)nc12	-6%	1	5%	-11%	-10%	i	-5%	-3%	-14%
O=CN1CCN(C(=O)C(=O)c2cn(CC(=O)N3CCCCC3)c3ccccc23)CC1	-6%	9	0%	-1%	-1%	i	11%	19%	?
CCOCCCn1c(=NC(=O)c2cccnc2)c(C(=O)OCC)cc2c(=O)n3ccccc3nc21	?	-7&-27	?	6%&0%	-6%&-13%	i	9%&0%	?	?
O=C(/C=C/c1cccc(Cl)c1)Nc1ncccn1	1%	-27	?	9%	63%[activator]	i	8%	6%	-9%
Cc1cccc(C)c1N1CCN(c2nc(N(C)C)oc(=O)c2C#N)CC1	-1%	-6	0%	0%	.	.	1%	13%	-11%
CSc1nsc(SCC(=O)Nc2nncs2)n1	?	-6	-1%	?	11%	i	?	4%	3%
Cc1cc(N2CCOCC2)n2nc(-c3cccc(F)c3)cc2n1	?	30	?	20%	-23%	i	11%	2%	4%
CCCS(=O)(=O)N1CCN(Cc2ccccc2OCC)CC1	1%	-12	-13%	17%	-2%	i	?	2%	-4%
COCCN(Cc1cc2cc(C)ccc2n2nnnc12)C(=S)Nc1cccc(C)c1	1%	16	-23%	-2%	.	i	0%	-11%	-58%[inhibitor]
CCn1c(O)c(C=Nc2ccccc2)oc1=S	0%	-4	1%	7%	17%	i	14%[9.24 µM]	34%	-11%
O=C(CNC(=O)c1ccco1)N/N=C/c1ccc(C(=O)O)cc1	?	11	9%	13%	1%	i	9%	?	-9%
Cc1ccc(C)c(OC(=O)c2cccnc2)c1	2%	11	4%	2%	.	.	-1%	13%	5%
CN(Cc1ccccc1)C(=O)c1nc2ccccn2c1CNCCOc1cccnc1	1%	-3	-15%	3%	.	i	-1%	-3%	-13%
COc1cc(C(=O)N2CCN(Cc3ccccn3)CC2)cc(OC)c1OC	-1%	1	-3%	20%	13%	i	12%	12%	-1%
COc1ccccc1NC(=O)CSc1nc2ccccc2nc1N1CC(C)OC(C)C1 (stereo not given)	?	25	0%	-25%	-12%	i	-4%	0%	17%
C[C@H](CO)N1C[C@H](C)[C@H](CN(C)C(=O)Nc2ccc(F)cc2)Oc2ccc(NC(=O)NC3CCCCC3)cc2CC1=O	20%	-9	?	0%	-2%	i	0%	3%	15%
Nc1c(Cl)cc(Cl)cc1C(=O)OCC(=O)NC1CC1	1%	-4	-2%	0%	3%	i	-2%	15%	-4%[9.22 µM]
CCOC(=O)c1cc(S(=O)(=O)NCc2ccc(OC)cc2)[nH]n1	.	.	-19%	.	11%	i	.	0%	.
CCOc1ccc(NC(=O)CSc2nnc(C)n2CC2CCCO2)cc1 (stereo not given)	3%	13	6%	15%	2%	i	17%	15%	-5%
COc1ccc(CC(=O)N2CCN(c3ccccc3OC)CC2)cc1	7%	-1	-7%	18%	-22%	i	2%	4%	2%
COc1ccc(Cl)cc1NC(=O)Cn1c(=O)oc2ccccc21	-11%	28	26%	1%	21%	i	9%	-11%	-2%
COc1ccc(N/C=C\C(=O)c2ccc3ccccc3c2)cc1	?	-5	4%	12%	21%	i	19%	4%	?
CCCc1cc(=O)oc2cc(OCC(=O)NC(Cc3ccc(Cl)cc3)C(=O)O)ccc12 (stereo not given)	11%	-9	-7%	0%	-6%	i	-1%	0%	-10%
CN(C)c1ccc(/C=C2\SC(=O)N(CC(O)Cn3c4ccccc4c4ccccc43)C2=O)cc1 (stereo not given)	5%	7	-24%	-15%	-8%	i	?	?	.
CCOCCc1nn2c(=O)cc(COC(=O)c3ccc(NC(=O)C4CCCCC4)cc3)nc2s1	.	.	4%	.	3%	i	.	-14%	.
O=C(CCCCCn1c(=S)[nH]c2ccc(N3CCOCC3)cc2c1=O)NC1CCN(Cc2ccccc2)CC1	?	-19	2%	?	-31%	.	?	-19%	18%
COc1ccc(Cn2c(CCC(=O)Nc3ccc(CC#N)cc3)nc3cccnc32)cc1	16%	14	2.6µM*	?	-20%	i	?	0%	11%
O=C1NCCN1CCNS(=O)(=O)c1cc(C(F)(F)F)cc(C(F)(F)F)c1	-2%	25	13%	-1%	-3%	i	-1%	19%	-5%
CCC(=O)N1CCN=C1SCc1cccc(F)c1	4%	-4	22%	8%	.	i	6%	3%	-6%
CCn1cc(Cl)c(C(=O)NNC(=O)CCn2nc(C)c([N+](=O)[O-])c2C)n1	0%	6	?	26%	1%	i	30%	7%	-2%
COc1ccc(CCNC(=O)C2CCCN(S(C)(=O)=O)C2)cc1OC (stereo not given)	-1%	0	16%	1%	5%	i	4%	15%	-1%
CCN(CC(=O)NCc1cccs1)C(=O)/C=C/c1ccc(C)cc1	10%	-12	?	1%	-5%	i	1%	-5%	11%
CC1CC(=O)NN=C1c1cccs1 (stereo not given)	-1%	-10	11%	2%	-9%	i	2%	6%	-5%
Cc1cccc(C)c1-n1nnnc1C1c2ccccc2C(=O)N1C1CC1 (stereo not given)	.	3	-12%	17%	3%	i	?	17%	.
Cc1cc(Br)cc2c1N(C)C(=O)C2(c1ccc(O)cc1)c1ccc(O)cc1	?	5	15%	?	.	?	?	2%	1%
Cn1c(NC(=O)CC(C)(C)C)cc(=O)n(C)c1=O	2%	3	22%	1%	-4%	i	0%	3%	-17%
Fc1ccc(Nc2nc(Oc3ccccc3F)nc(N3CCCC3)n2)cc1	?	-53*	0%	-1%	-4%	i	2%	-2%	7%
COCc1ccc2oc(C(=O)O)cc2c1	?	18	4%	19%	-2%	i	15%	19%	27%
